# GC-A act: GC-A (human) enzyme activation. P16066. HEK293 GC-A cells, cGMP TR-FRET, EC30 ANP; 0% at EC30 ANP, 100% saturating ANP. activation, % at 10 µM. actives 0.14% (n = 370,000). AID 1671463; in the data active = activation above about 40%
# NR1D1 modulator: modulators of human Rev-erb alpha DNA binding | actives 0.79% (n = 370,000) | AID 1259318 | activity, % at 10 µM | Rev-erbα–FITC-DNA binding, fluorescence polarization, 90 min;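 active = activity above about 14%, limit read from the data; passing the limit was not always enough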;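 also: 0% = DMSO wells with 35 nM protein and 100% = DMSO wells with 750 nM protein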
# GC-B act: GC-B (human) receptor activation; HEK293-GC-B cells, CNP EC30, cGMP TR-FRET; 0% at EC30 CNP, 100% saturating CNP; activation, % at 10 µM; actives 0.11% (n = 370,000);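 active = activation at 10 µM reaching about 35% in either raw or pattern-adjusted values, limit read from the data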
# HTRA1 inh: HTRA1 (human) protease inhibition; Q92743; recombinant HTRA1, FP-rhodamine activity-based probe, fluorescence polarization; inhibition, % at 5.96 µM; actives 0.5% (n = 340,000); AID 504803; in the data active = inhibition above about 36%;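 also: 0% = enzyme with DMSO and 100% = wells lacking enzyme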
# ABHD4 inh: inhibits mouse alpha/beta hydrolase domain 4. purified mABHD4, FP-Rh probe fluorescence polarization. actives 0.54% (n = 370,000). inhibition, % at 8.92 µM;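 active = inhibition exceeding the mean over every tested compound plus 3 SD, cut at about 30% in these data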;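 also: 0% = plate median of compound wells and 100% = S159A mutant with DMSO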
# Target sequence (Q8VD66 whole entry, looked up, the tested form may be a part): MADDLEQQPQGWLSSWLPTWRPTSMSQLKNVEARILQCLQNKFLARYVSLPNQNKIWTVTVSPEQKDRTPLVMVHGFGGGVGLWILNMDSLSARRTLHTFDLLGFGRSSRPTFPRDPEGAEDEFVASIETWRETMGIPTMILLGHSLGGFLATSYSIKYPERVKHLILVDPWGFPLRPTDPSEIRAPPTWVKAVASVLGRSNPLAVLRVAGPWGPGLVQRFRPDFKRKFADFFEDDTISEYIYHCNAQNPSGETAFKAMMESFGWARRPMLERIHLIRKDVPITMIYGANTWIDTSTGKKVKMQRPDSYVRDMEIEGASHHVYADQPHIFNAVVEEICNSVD
#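 Assay system: Wild-type mouse ABHD4 protein | Medium: HEPES pH 7.0 buffer, 150 mM NaCl, 0.01% Pluronic F-127 | Incubation: Enzyme–compound pre-incubation 45 min, then probe 60 min, both 25 °C | Technique: Fluorescence polarization with parallel and perpendicular emission, 525/598 nm | Evaluation: % inhibition of FP-Rh probe binding versus controls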
# SMARCA2 act: SMARCA2 function activation, primary screen | MG213 cells, MMTV-luciferase reporter, dexamethasone, overnight | activation, % at 9.1 µM | actives 1% (n = 370,000) | AID 652017; in the data active = activation above about 7.8%;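 also: 0% = vehicle wells and 100% = reference activator wells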
# ASAP1 inh: ASAP1 ArfGAP inhibition | ASAP1-stimulated ARF1 GTP hydrolysis, GDP FP detection | inhibition, % at 16.5 µM | actives 0.19% (n = 360,000) | AID 624377; in the data active = inhibition above about 25%;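 also: 0% = vehicle with enzyme and substrate and 100% = no enzyme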
# Target sequence (Q9ULH1 325-724 limits assumed): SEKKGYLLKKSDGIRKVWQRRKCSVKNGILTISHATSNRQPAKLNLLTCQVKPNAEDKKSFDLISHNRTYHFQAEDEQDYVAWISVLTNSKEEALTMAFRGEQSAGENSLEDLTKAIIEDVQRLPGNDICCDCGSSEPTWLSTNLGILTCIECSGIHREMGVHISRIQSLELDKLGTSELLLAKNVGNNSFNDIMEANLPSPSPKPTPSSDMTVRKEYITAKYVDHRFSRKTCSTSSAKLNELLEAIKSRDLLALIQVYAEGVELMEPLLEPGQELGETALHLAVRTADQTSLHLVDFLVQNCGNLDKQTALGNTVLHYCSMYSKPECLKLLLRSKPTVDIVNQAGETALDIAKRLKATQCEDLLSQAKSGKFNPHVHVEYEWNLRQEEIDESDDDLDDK
# PG9 binder: binds the HIV-1 gp120 antibody PG9; inhibition, % at 6.7 µM; TR-FRET gp120-PG9 antibody binding; actives 0.43% (n = 360,000); in the data active = inhibition above about 8.5%
# rCAG RNA binder: r(CAG) repeat RNA binding | TO-PRO-1 dye displacement fluorescence | inhibition, % at 3 µM | actives 1.3% (n = 370,000) | AID 651821;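 active = inhibition above the plate cutoff, the mean of all test compounds on that plate plus 3 SD, cut at about 35% in these data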;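 also: 0% = DMSO alone and 100% = 100 µM mitoxantrone as full dye displacement; higher means more dye released from RNA so lower well fluorescence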
# ARFGAP1 inhibitor: rat ARFGAP1 inhibition. Q62848. Arfgap1-stimulated ARF1 GTP hydrolysis, GDP FP detection. inhibition, % at 16.5 µM. actives 0.26% (n = 360,000). AID 651572;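 active = inhibition above a per-plate limit, mean inhibition of low control wells plus 3 SD, cut at about 25% in these data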;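 also: 0% = DMSO wells with enzyme and 100% = wells lacking Arfgap1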
# Target sequence (Q62848 1-136 limits assumed): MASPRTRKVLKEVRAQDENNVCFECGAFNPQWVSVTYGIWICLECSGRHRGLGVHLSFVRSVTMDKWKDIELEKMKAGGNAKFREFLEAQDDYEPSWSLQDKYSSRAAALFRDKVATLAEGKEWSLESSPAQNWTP
#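 Material – truncated rat Arfgap1 GAP domain · Buffer or medium – HEPES-based buffer, pH 7.5 · Reagent – human ARF1(Δ1-17)-GTP substrate · Dosing – 16.5 µM single point, 1.26% DMSO · Schedule – GTP hydrolysis reaction 2 h at 25 °C · Technique – GDP detection by fluorescence polarization · Benchmarks – No-Arfgap1 wells (100%) versus DMSO full-reaction wells (0%) · Repeats – single replicate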
# * hit, by the source's call; / = no result given.
SMILES,GC-A act,NR1D1 modulator,GC-B act,HTRA1 inh,ABHD4 inh,SMARCA2 act,ASAP1 inh,PG9 binder,rCAG RNA binder,ARFGAP1 inhibitor
COc1ccccc1NC(=S)N(CCN(C)C)C(C)c1ccncc1 (stereo unspecified),0,-3,-9,3,8,1,-1,-1.1,4,3
CC(C)(C)OC(=O)N[C@@H](Cc1ccccc1)C(=O)N[C@@H](CO)[C@H](O)[C@@H]1C[C@@H]1C(=O)N1CCCC1,4,-4,3,-7,1,1,-4,-1.9,-9,0
Cc1ccc(CNC(=O)C2(c3cccs3)CCOCC2)cc1,-3,-1,-3,4,-5,-5,-12,-1.6,-4,2
Cc1ccc(-n2c(=S)sc3c(=O)n(-c4ccccc4C)c(SCC(=O)O)nc32)cc1C,3,-3,-5,-10,3,-1,5,-0.8,41*,-10
CC(=O)c1sc(NC(=O)C2CCN(C(=O)c3ccccc3C)CC2)nc1-c1ccccc1,-5,4,-7,-9,-27,-4,-6,1.3,5,-3
O=C(NCc1ccccc1)C1CCCN(S(=O)(=O)c2ccc(F)cc2)C1 (stereo unspecified),2,5,1,1,-4,-2,5,-0.8,-2,0
N#C/C(=C/c1cn(-c2ccccc2)nc1-c1cccc(OCc2ccccc2)c1)C(=O)NCCCn1ccnc1,1,-9,0,-93,-21,-4,-2,0.8,9,3
COc1ccc(C(CCN)Cc2ccccc2)cc1 (stereo unspecified),-16,2,-4,-8,-1,2,2,-0.9,7,2
CN(C)S(=O)(=O)N1CCC(Oc2cccc(C(=O)N3CCSCC3)c2)CC1,1,1,-3,1,5,-2,-9,1.4,-8,1
CCOC(=O)c1c(-c2ccc(C)o2)csc1NC(=O)CSc1nnc(C)s1,3,-1,6,-24,1,-3,1,0.1,5,-2
COc1ccc(S(=O)(=O)N2CCN(C)CC2)c2ccccc12,-1,-5,1,12,3,-1,-4,0.2,1,-2
CN(C)c1cccc(C(=O)Nc2cccc(S(=O)(=O)NC3=NCCC3)c2)c1,-3,0,-3,-4,-10,8.3*,-1,-4.2,3,8
COC(=O)C(C)Oc1cc(OC(C)C(=O)OC)c2c(-c3ccccc3)cc(=O)oc2c1 (stereo unspecified),0,-1,-2,-10,5,-2,-4,-0.5,-3,2
Nc1ccccc1C(=O)Nc1nccs1,3,-3,2,2,-1,4,7,0.9,1,-11
COc1ccc(OC)c(NC(=O)c2ccc(CN(c3cc(Cl)ccc3C)S(=O)(=O)c3ccccc3)cc2)c1,3,3,-1,2,1,1,0,-0.1,6,-7
O=c1oc2c3c4c(cc2c(C(F)(F)F)c1CCN1CCOCC1)CCCN4CCC3,14,52*,4,5,-5,-3,10,-2.3,-58,1
O=C(c1ccc(CS(=O)(=O)c2ccc(Br)cc2)o1)N1CCN(c2ncccn2)CC1,3,-5,-2,3,-1,-1,10,-0.7,3,-4
CCN(C(=O)CSc1nnc(NC2CCCCC2)s1)C1CCS(=O)(=O)C1 (stereo unspecified),7,-2,0,1,3,-3,-6,-1.2,4,6
Cc1nnc(SCC(=O)Nc2ncc3c(n2)CCCC3=O)s1,0,-2,-1,-3,-2,1,-6,0.1,3,13
CCCC(=O)Nc1ccc2oc(-c3ccncc3)nc2c1,1,-1,-1,-4,2,2,-10,2.3,-4,-11
CCOc1ccc(S(=O)(=O)NCc2ccc(OC)cc2)c2cccnc12,2,-4,2,1,3,4,17,-2.8,-2,1
O=C(COc1ccccc1)N1CCN(S(=O)(=O)c2ccc(Br)cc2)CC1,-5,-3,-4,-4,-13,0,6,1.1,0,1
OCc1ccccc1-c1cnc2cccnn12,-1,-5,3,/,-6,-4,6,-0.1,-2,-10
CCN(C(=O)c1cn(C)c(=O)c2ccccc12)c1ccccc1F,-27,-2,-6,2,-4,6,-10,0.1,-2,2
Cc1cc(NC(=O)c2n[nH]c(=O)c3ccccc23)ccc1Br,-6,2,-6,/,0,0,-3,-1.7,3,2
O=C(c1ccc(CS(=O)(=O)Cc2ccc(Cl)cc2)o1)N1CCCC1,5,0,3,1,5,-3,-6,0.8,0,1
N#Cc1ccc(C(=O)Nc2nnc(-c3ccccn3)o2)cc1,-3,2,-2,4,-2,5,-10,-3.1,3,-14
S=C(Nc1ccc(Nc2ccccc2)cc1)NC1CCCCCC1,0,-2,4,29,-1,-5,8,-1.8,5,9
Cc1ccccc1NC(=O)Cc1nc(COC(=O)/C=C/c2ccc(F)cc2)cs1,1,-6,3,-15,11,-1,6,-1.8,7,1
CCOC(=O)C1CCCN(C(=O)c2cc(=O)c3ccccc3o2)C1 (stereo unspecified),0,-5,0,15,-2,2,9,2.4,0,8
COc1ccc(NC(=O)CSc2ccc([N+](=O)[O-])cc2)cc1S(=O)(=O)N1CCOCC1,-1,-3,-6,4,-1,-1,11,0.9,8,-4
CC(C)(C)c1ccc(C(=O)NCC(=O)N2CCCC2)cc1,3,-2,-1,1,-5,-1,-1,-1.1,0,-12
Cc1ccc(N2CC(C(=O)Nc3ccc(S(=O)(=O)NCC4CCCO4)cc3)CC2=O)cc1C (stereo unspecified),-1,0,-1,-10,-5,0,2,-1.3,2,10
COc1ccc(-c2cc(CNc3nc4cc(-c5ccccc5C)sc4c(=O)n3C)on2)cc1,-1,2,0,/,-20,3,11,0.6,10,12
COc1cccc(-c2ccc(C#N)c(SCC(=O)NCCc3ccc(Cl)cc3)n2)c1,-23,29*,-16,-3,3,-3,5,14*,0,-2
Cc1ccccc1-n1nnnc1SCC(=O)N(C)C1CCS(=O)(=O)C1 (stereo unspecified),2,-9,-1,4,-4,-1,-11,-0.8,-4,-3
CC(=O)Nc1cccc(/C(C)=N/NC(=O)c2ccccc2Cl)c1,2,-2,4,-1,3,6,0,-2.3,0,-6
O=C(NC1CCCCC1)NC1(C(=O)NCCCN2CCOCC2)CCCCC1,-3,2,4,0,0,-2,14,1.1,-7,14
Cc1ccc(C(=O)NCC(=O)OCc2nnc(-c3ccc([N+](=O)[O-])cc3)o2)s1,-3,9,-1,13,7,-3,-12,-1.7,12,-3
COc1ccccc1N1CCN(Cc2nc(N)nc(Nc3ccccc3)n2)CC1,2,-4,-2,1,-1,0,-12,-0.2,-4,17
CC(C)c1ccc(N2C(=O)CC(Sc3ncccn3)C2=O)cc1 (stereo unspecified),-4,-1,0,-1,-4,0,-5,-2.1,1,-1
CC(=O)Nc1ccc(S(=O)(=O)N(C#N)c2nc(N(C)C)nc(N(C)C)n2)cc1,4,5,2,7,1,0,10,0.2,6,4
C[C@@H]1CN([C@@H](C)CO)C(=O)CCCn2cc(nn2)CO[C@H]1CN(C)S(=O)(=O)c1ccc(-c2ccccc2)cc1,4,0,0,-4,1,5,0,-0.1,0,-11
O=[N+]([O-])c1cc([N+](=O)[O-])c2c(=Nc3ccccc3)n(-c3ccccc3)n(O)c2c1,-4,-1,-9,42*,55*,-2,11,-3.8,33,-12
Cc1ccc(S(=O)(=O)NCCC(=O)Nc2ccncc2)cc1C,3,-3,-2,-1,1,-1,10,-0.2,-3,9
O=C(/C=C/c1cccs1)N1CCCC1,-5,-4,1,1,2,0,1,-1.1,-3,-1
CCOC(=O)CC(NC(=O)C(CC)c1ccccc1)c1ccccc1Cl (stereo unspecified),-9,-6,-3,-3,-4,-2,4,0.5,-8,0
CCOC(=O)c1ccc(NC(=S)N(CCCN2CCN(CC)CC2)Cc2cccs2)cc1,-3,-7,-2,3,7,-2,-4,-0.6,-6,-2
CCOC(=O)c1c(NC(=O)COc2cccc3c2CCN(CC)C3=O)sc2c1CCC2,-9,-7,1,-5,9,-2,-5,-0.3,1,1
COc1cc(S(=O)(=O)N2CCC(C(N)=O)CC2)c(C)cc1C,1,0,5,-1,-5,-1,-12,-1.3,-5,6
COC(=O)c1ccccc1NC(=O)CS(=O)(=O)Cc1nc(-c2ccc(C)cc2)oc1C,-11,-7,-8,1,-5,-1,-4,-1.2,3,-7
Cc1ccc(-c2csc(NC(=O)CN3CC(C)OC(C)C3)n2)cc1 (stereo unspecified),12,4,2,-5,2,-4,7,-1.8,-3,7
CCc1nc2c(OCC(=O)c3ccc(F)cc3)cccn2c1N(C)C(=O)c1ccc(OC)cc1,0,-8,-6,/,-2,-3,0,-5.4,7,10
C[C@H](O)[C@@H]1CN2CCc3ccc(N4CCOCC4)cc3[C@@H]2C[C@@H]1N(C)C(=O)c1cccc(Cl)c1,1,-4,-1,/,3,-3,/,/,0,/
Cc1onc(-c2c(Cl)cccc2Cl)c1COC(=O)c1ccc([N+](=O)[O-])cc1,-2,4,-1,-7,0,-2,-3,-1.0,7,-2
CSC1=C(C#N)C2(CCCCC2)C(C(=O)Nc2ccccc2)=C(C)N1,-8,-4,6,-54,-13,0,5,-0.9,11,-5
C=CC#CC1(O)CC(C)N(C)CC1C (stereo unspecified),/,/,/,0,1,-1,6,0.3,-1,-5
CN1CCCN(C(=O)CN2C(=O)CC(C)(C)S(=O)(=O)c3ccccc32)CC1,0,-2,-2,/,1,1,/,/,3,/
COc1cccc(C(=O)NCC(=O)OCc2ccc(F)cc2Cl)c1,0,0,-1,-11,2,0,-1,0.1,-5,10
CCCNC(=O)N(C)c1nncnc1C(=O)NC,1,-5,4,0,5,0,-1,0.3,-1,6
# (more compounds)
SMILES,GC-A act,NR1D1 modulator,GC-B act,HTRA1 inh,ABHD4 inh,SMARCA2 act,ASAP1 inh,PG9 binder,rCAG RNA binder,ARFGAP1 inhibitor
Cc1ccc(C(=O)O)cc1NC(=O)CSc1nnc(-c2ccccc2F)n1C1CCCCC1,4,10,3,2,-2,1,-12,0.3,26,-9
CO/N=C(/CS(=O)c1ccc(Br)cc1)c1ccc(OC)cc1 (stereo unspecified),-3,-1,-14,-2,-6,0,14,0.1,-4,3
Cc1cc(C)c(S(=O)(=O)c2ccccc2)c(OC(=O)c2c(Cl)cccc2Cl)n1,-2,-8,-2,-13,-3,2,6,-0.6,1,-7
COc1cccc(C2c3c(oc4ccc(Cl)cc4c3=O)C(=O)N2c2cc(C)on2)c1OC (stereo unspecified),-14,5,-9,-4,3,-2,2,-0.3,1,1

# Exported with values under each structure: part of the list above.
# Order of values – GC-A act	NR1D1 modulator	GC-B act	HTRA1 inh	ABHD4 inh	SMARCA2 act	ASAP1 inh	PG9 binder	rCAG RNA binder	ARFGAP1 inhibitor
CSC1=C(C#N)C2(CCCCC2)C(C(=O)Nc2ccccc2)=C(C)N1
→ -8	-4	6	-54	-13	0	5	-0.9	11	-5
C=CC#CC1(O)CC(C)N(C)CC1C (stereo unspecified)
→ /	/	/	0	1	-1	6	0.3	-1	-5
CN1CCCN(C(=O)CN2C(=O)CC(C)(C)S(=O)(=O)c3ccccc32)CC1
→ 0	-2	-2	/	1	1	/	/	3	/
COc1cccc(C(=O)NCC(=O)OCc2ccc(F)cc2Cl)c1
→ 0	0	-1	-11	2	0	-1	0.1	-5	10

# From PubChem BioAssay
